PI5P4Ka inh – qHTS for Inhibitors of phosphatidylinositol 5-phosphate 4-kinase (PI5P4K) | Phosphatidylinositol 5-phosphate 4-kinase type-2 alpha (Homo sapiens), P48426 | PI5P4Kalpha enzyme, ADP-Glo luminescence, 60 min; stronger effect = lower value | max response, % | 330,000 compounds, 1.2% hits; active = max response of -50% or lower; inconclusive = between -30% and -50%; inactive = -30% or higher; also: value at the top dose of about 77 µM; % is scaled to controls: 0 for no effect and ±100 for the full control effect
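Quantitative HTS of the MLSMR library against PI5P4Kalpha with substrate. ATP added last at 5 microM final; room temperature, 60 minutes. Remaining ATP depleted, ADP converted and read as luminescence.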
MmCpn inh – Inhibitors of TCP-1 ring complex (TRiC) of Methanococcus maripaludis (MmCpn): qHTS; AID 504842, 2011; 330,000 compounds, 0.031% hits; Potency, µM (titrated, usually from 76.9 µM), inactives show at the highest dose activity, negative = inhibition, most hits filed as inhibitors; purified Mm-Cpn ATPase, ADP Transcreener TR-FRET; Chaperonin Mm-Cpn (Methanococcus maripaludis); also: potency is read from the fitted curve at half-maximal effect; % is scaled to controls: 0 for no effect and ±100 for the full control effect; nearly all actives have a fitted effect of over 80% in size
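TR-FRET (320 nm excitation; 590 and 665 nm emission) reports ADP made from 10 uM ATP by 25 nM enzyme; compounds were preincubated 10 min, reaction run 30 min, both at 37°C.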
EPAC2 antagonist – qHTS for Antagonist of cAMP-regulated guanine nucleotide exchange factor 2 (EPAC2): primary screen; 360,000 compounds, 0.18% hits; Rap guanine nucleotide exchange factor 4 (Homo sapiens), Q8WZA2; Potency, µM (doses to about 114 µM), inactives show top-dose activity, negative = inhibition, usual class: inhibitors; EPAC2 GEF exchange of Rap1B-BODIPY-GDP, fluorescence; also: potency is read from the fitted curve at half-maximal effect; % is scaled to controls: 0 for no effect and ±100 for the full control effect; nearly all actives have a fitted effect of over 45% in size; many of its hits are not listed in these tables
EPAC1 agonist – qHTS for Agonist of cAMP-regulated guanine nucleotide exchange factor 3 (EPAC1): primary screen | EPAC1 agonist qHTS, biochemical assay; response scale: 100% = response to 6.5 mM cAMP | Potency, µM (top dose mostly 154 µM), for the others: at the top dose activation, hits mostly activators | 360,000 compounds, 0.073% hits | AID 720707, 2013; also: potency is read from the fitted curve at half-maximal effect; nearly all actives have a fitted effect of over 60% in size
Target sequence (O95398 whole entry, looked up): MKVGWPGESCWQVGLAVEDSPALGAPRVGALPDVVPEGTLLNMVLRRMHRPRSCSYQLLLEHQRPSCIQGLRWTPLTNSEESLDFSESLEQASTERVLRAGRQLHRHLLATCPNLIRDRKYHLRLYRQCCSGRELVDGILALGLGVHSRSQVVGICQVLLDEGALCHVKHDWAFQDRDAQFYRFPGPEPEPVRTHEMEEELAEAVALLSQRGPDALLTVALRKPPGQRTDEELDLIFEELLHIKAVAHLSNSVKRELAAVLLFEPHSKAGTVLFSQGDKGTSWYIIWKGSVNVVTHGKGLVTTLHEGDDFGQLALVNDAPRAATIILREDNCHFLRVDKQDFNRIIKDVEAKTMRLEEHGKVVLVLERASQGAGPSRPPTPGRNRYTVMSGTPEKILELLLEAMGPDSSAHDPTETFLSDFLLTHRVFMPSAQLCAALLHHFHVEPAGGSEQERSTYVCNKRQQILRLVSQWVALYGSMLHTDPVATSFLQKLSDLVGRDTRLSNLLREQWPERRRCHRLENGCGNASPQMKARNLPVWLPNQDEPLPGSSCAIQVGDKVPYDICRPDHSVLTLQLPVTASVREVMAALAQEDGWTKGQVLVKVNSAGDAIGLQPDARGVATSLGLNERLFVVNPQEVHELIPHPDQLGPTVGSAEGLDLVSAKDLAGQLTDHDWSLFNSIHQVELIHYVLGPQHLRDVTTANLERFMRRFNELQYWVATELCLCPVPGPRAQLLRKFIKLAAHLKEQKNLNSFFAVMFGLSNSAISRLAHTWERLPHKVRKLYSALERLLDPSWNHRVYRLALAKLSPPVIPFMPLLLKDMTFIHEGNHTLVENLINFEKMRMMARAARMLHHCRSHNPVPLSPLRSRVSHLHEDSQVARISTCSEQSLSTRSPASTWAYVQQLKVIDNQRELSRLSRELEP
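Multi-concentration qHTS readout: loss of Rap1B-bound BODIPY-GDP fluorescence driven by 100 nM EPAC1 with excess GDP (50 uM), monitored kinetically at room temperature; agonist response expressed relative to 6.5 mM cAMP.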
PLK1 PBD inh – qHTS for Inhibitors of PLK1-PDB (polo-like kinase 1 - polo-box domain): Primary Screen | Plk1 PBD binding of FITC phosphopeptide, fluorescence polarization | Potency, µM, for the others: max response, negative = inhibition, usual class: inhibitors | 360,000 compounds, 2.8% hits | AID 720504, 2013; also: potency is read from the fitted curve at half-maximal effect; series mostly up to about 57 µM; % is scaled to controls: 0 for no effect and ±100 for the full control effect; nearly all actives have a fitted effect of over 65% in size
CCT modulator – High-Throughput Screening for Modulators of Cytosolic Chaperonin Activity; activity change, % (test concentration not listed), hits read low; AID 651819, 2012; 360,000 compounds, 0.3% hits; purified chaperonin ATPase assay, HTRF ADP detection, 30 min; in the data active = activity change below about -30%; also: % is scaled to controls: 0 for no effect and ±100 for the full control effect
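Nucleotide hydrolysis assay: TRiC at 20–40 nM final (set by batch activity) with 10 uM ATP, 30 min at 37 °C, in presence of 76 uM compound. Detection by competitive ADP HTRF, 30 min ambient.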
WRN inhibitor – qHTS for Inhibitors of WRN Helicase. WRN helicase unwinding, fluorescent forked duplex, kinetic. Potency, µM (series often up to 114 µM), without a hit: top-dose activity change, negative = inhibition, usual class: inhibitors. 360,000 compounds, 0.46% hits. AID 651768, 2012; also: potency is read from the fitted curve at half-maximal effect; % is scaled to controls: 0 for no effect and ±100 for the full control effect; nearly all actives have a fitted effect of over 55% in size
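Screening of the MLSMR collection measured strand separation of a quenched forked DNA duplex (100 nM) by 20 nM WRN with 2 mM ATP, all final. Compounds were preincubated with enzyme 15 min at room temperature.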
EPAC1 antag – qHTS for Antagonist of cAMP-regulated guanine nucleotide exchange factor 3 (EPAC1): primary screen. Rap guanine nucleotide exchange factor 3 (Homo sapiens), O95398. EPAC1 GEF assay, Rap1b-BODIPY-GDP exchange fluorescence. Potency, µM (highest dose often 115 µM), for inactives: top-dose activity change, negative = inhibition, usual class: inhibitors. 360,000 compounds, 0.14% hits;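 also: potency is read from the fitted curve at half-maximal effect; plate controls were vehicle for no effect and positive control for full effect; nearly all actives have a fitted effect of over 50% in size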
Active calls of the source: *; ? = inconclusive; . = no result given; [ ] = another dose, or the depositor's remark. Unless noted, calls follow the shape of the dose curve; as a rule, active = well fitted curve in the direction sought with a large enough effect; inconclusive = small, poorly fitted or top-dose-only effect, or another doubt; inactive = no such curve, though single readings can be large; an effect the other way counts as inactive or inconclusive.

SMILES	PI5P4Ka inh	MmCpn inh	EPAC2 antagonist	EPAC1 agonist	PLK1 PBD inh	CCT modulator	WRN inhibitor	EPAC1 antag
O=S1(=O)CCS(=O)(=O)C1c1ccccc1	6	.	6%	0%	5%	1.6	-17%	9%
Cn1c(=O)c2cc(NC(=O)NCc3ccc(Cl)cc3Cl)ccc2n1Cc1ccccc1	3	.	3%	1%	-7%	0.4	-1%	-13%
O=S(=O)(O)c1ccc(NN=Cc2ccccc2O)cc1	-13	.	22µM*	-6%	-9%	-1.6	-9%[11.6 µM]	-11%
CNc1cc(-c2cccc(C(=O)N3CCOCC3)c2)ncn1	-1	.	-3%	-1%	-18%	-0.3	-8%	-25%
O=C(COc1ccc(F)cc1)N1CCCCCCC1	-1	1%	8%	-1%	-1%	-3.8	3%	2%
COCCNC(=O)/C(C#N)=C1\N=C(NC(=O)c2cccs2)c2ccccc21	-1	-2%	2%	9%	1%	1.4	-3%	12%
CCNc1nc(Cl)nc(NC2CCCCC2)n1	-3	0%	12%	0%	-5%	-1.7	-28%	-7%
O=C(CN1CCOCC1)N/N=C/c1cccc2ccccc12	-2	-3%	10%	0%	-13%	-1.2	-1%	-13%
CC1=CC(=O)C=CC1(C)C(Cl)Cl (stereo not given)	-1	-3%	10%	2%	-3%	-1.8	8%	0%
CC(C)(C)c1nnc(NC(=O)C2CC(=O)N(CCc3ccc(F)cc3)C2)s1 (stereo not given)	-9	-1%	-2%	0%	?	-0.7	-2%	-11%
CCOP(=O)(OCC)C(C#N)=C1SCN(c2ccc(Cl)cc2)CS1	-16	-1%	1%	-7%	27µM*	1.7	9%	0%
CC1=C(C(N)=O)C(c2ccccn2)n2nc(SCc3ccccc3Cl)nc2N1 (stereo not given)	.	-1%	3%	-3%	-3%	-0.6	3%	5%
O=[N+]([O-])c1cccc(S(=O)(=O)Nc2cccc(-c3ccc(N4CCOCC4)nn3)c2)c1	-18	-1%	10%	-4%	-8%	0.5	-29%	-4%
Cc1noc(C)c1COc1cccc(C(=O)Nc2ccc(OCc3ccccc3)cc2)c1	2	-5%	7%	8%	0%	1.8	0%	-3%
O=C(Cc1ccc(Cl)cc1)Nc1ccc(S(=O)(=O)Nc2cnc3ccccc3n2)cc1	-13	0%	-25%	-2%	-20%	-0.5	-8%	-16%
O=C(NCc1ccccc1Cl)C1CCCN(S(=O)(=O)c2cccc3nonc23)C1 (stereo not given)	1	-2%	3%	8%	6%	-2.9	-5%[57.1 µM]	-12%
C=CCn1c(C(C)n2c(-c3cnccn3)nc3ccccc32)nc2ccccc21 (stereo not given)	-2	.	-10%	4%	-9%	.	3%	3%
CC[C@@H](C)[C@@H](C(=O)N1CCNCC1)n1cc(CCC(=O)O)nn1	4	.	0%	1%	3%	-1.0	-2%	-11%
CC(=O)Nc1ccc(NC(=O)c2ccc(COc3ccccc3)cc2)cc1	1	-16%	5%	9%	-15%	-4.8	5%	-4%
COc1cc(/C=N/N=C(/C(=O)c2ccccc2)c2ccccc2)cc(OC)c1O	-6	-3%	-2%	9%	-3%	0.7	-14%	10%
CCCCN(CCCC)C(=O)CSc1nnc2n(C)c(=O)c3c4c(sc3n12)CCCC4	0	1%	-19%	2%	-10%	-1.6	-5%	9%
O=C(O)CCC(=O)N1N=C(c2ccccc2)CC1c1cccs1 (stereo not given)	3	5%	4%	-13%	-20%	0.0	8%	-17%
CCOc1ccc(OCC(=O)OCC(=O)Nc2ccc3[nH]c(=O)[nH]c3c2)cc1	4	1%	17%	-6%	3%	1.0	3%	3%
Cc1cccnc1CN1CCN(Cc2nc(Cc3cccc(F)c3)no2)CC1	2	-1%	0%	7%	-7%	0.1	-4%	18%
CCOc1ccccc1OCC(=O)Nc1ccc(OC)c(S(=O)(=O)N2CCCCC2)c1	10	-6%	-8%	14%	-6%	-0.9	-5%	-8%
(list continues)
SMILES	PI5P4Ka inh	MmCpn inh	EPAC2 antagonist	EPAC1 agonist	PLK1 PBD inh	CCT modulator	WRN inhibitor	EPAC1 antag
CCc1ccc(NC(=O)C2CCCN(S(=O)(=O)c3ccc4c(c3)CCCN4C(C)=O)C2)cc1 (stereo not given)	2	2%	-9%	17%	2%	-1.0	8%	-3%
O=C(NC1CCCC1)C1CCC(CNS(=O)(=O)c2ccc(F)cc2)CC1 (stereo not given)	3	?	16%	-6%	-16%	-1.1	1%	2%
COC(=O)c1ccc(NC(=O)COc2ccc(S(=O)(=O)NC(C)(C)C)cc2)cc1	-1	1%	5%	1%	-17%	-0.6	3%	-1%
Cn1c(CCc2ccc(N)cc2)nc2ccccc21	-9	0%	11%	0%	-9%	1.2	-10%	-13%
Cc1ccc(-c2cc(-c3c(C)nn(C)c(=O)c3N)[nH]n2)cc1	1	2%	-2%	13%	-5%	0.1	-1%	0%
Cc1cc(S(=O)(=O)NCC(C)C)ccc1OCC(=O)N1CCOCC1	1	-1%	4%	-1%	-6%	-2.0	6%	0%
CC(C)c1ccccc1-n1c(SCC(=O)c2ccc3c(c2)NC(=O)CO3)nc2ccccc2c1=O	-12	-13%	-4%	7%	-12%	-0.8	?	-23%
CC(C)c1onc(C(=O)Nc2cccnc2Cl)c1[N+](=O)[O-]	-3	-2%	8%	-2%	-13%	-0.5	4%	6%
Cc1cc(C)c(C#N)c(SCC(=O)Nc2ccccc2C)n1	0	?	-6%	3%	-9%	0.6	2%	-3%
CCC(CO)Nc1ccn2nc(-c3cccc(Cl)c3)cc2n1 (stereo not given)	7	.	4%	2%	-9%	1.3	-4%	-2%
Cc1nn2c(-c3cccc(NC(=O)CN4CCOCC4)c3)nnc2c2ccccc12	.	.	-4%	9%	-11%	-1.5	-5%[11.6 µM]	-9%
O=C(Nc1ccc(S(=O)(=O)NCc2ccco2)cc1)c1ccc2ccccc2n1	?	-10%	-4%	-6%	2%	-0.2	?	-16%
COCCN1CCN(C(=O)C2CCC(=O)N(CCCc3ccccc3)C2)CC1 (stereo not given)	2	-2%	-6%	-2%	1%	-4.6	-1%	1%
CC1CCc2cc(F)ccc2N1C(=O)CN1C(=O)c2ccccc2C1=O (stereo not given)	1	-6%	-4%	17%	-4%	0.7	-4%	-20%
C/C=C(\C)C(=O)Nc1cccc(C2=NOC3(C2)C[C@@H](C(N)=O)N(C(=O)/C(C)=C/C)C3)c1 (stereo not given in full)	-3	0%	-2%	-5%	4%	-1.3	0%	10%
COc1ccc(Oc2coc3cc(OC(=O)c4cccs4)ccc3c2=O)cc1	-4	0%	4%	3%	0%	3.4	17%	-3%
CCc1nc(SCC(=O)Nc2cc(C)on2)c2c(C)c(C)sc2n1	5	1%	4%	-7%	-6%	-0.1	-12%	2%
O=C(COc1ccc(Cl)cc1Cl)N1CCCN(C(=O)COc2ccc(Cl)cc2Cl)CC1	.	1%	-1%	12%	-2%	0.7	-2%	-8%
Cn1c(=O)n(C)c2cc(/C=C3/NC(=O)N(Cc4ccccc4)C3=O)ccc21	.	1%	-4%	9%	0%	0.7	-7%	-3%
CC(=O)Nc1nnc(SCc2ccccc2F)s1	.	1%	4%	7%	-2%	-2.2	6%	12%
COc1ccc(OC)c(S(=O)(=O)N(C)CC(=O)N2CCc3ccccc3C2)c1	1	.	5%	0%	-8%	1.1	12%	-13%
CCCn1c(SCC(=O)Nc2ccc(OC)cc2[N+](=O)[O-])n[nH]c1=O	4	2%	-3%	1%	-15%	0.0	-6%	3%
COc1ccc(-c2cccc(NC(=O)c3ccco3)c2)nn1	-4	1%	9%	-28%	-8%	2.9	-22%	-17%
Cc1nc2ccccc2nc1OCC(=O)NCc1ccc2c(c1)OCO2	-62*	-2%	-3%	2%	2.7µM*	-5.1	-22%	-14%
COc1ccc(OC)c(Nc2nc(N)nc(CCl)n2)c1	-3	2%	-6%	5%	-16%	-2.3	-3%	4%
Remaining list, next part.
SMILES	PI5P4Ka inh	MmCpn inh	EPAC2 antagonist	EPAC1 agonist	PLK1 PBD inh	CCT modulator	WRN inhibitor	EPAC1 antag
CC1=Nn2c(nnc2-c2ccco2)SC1	1	-1%	12%	-5%	-15%	0.5	-8%	13%
c1ccc(CCN2CCN(c3ncnc4c3cnn4-c3ccccc3)CC2)cc1	2	0%	0%	18%	1%	-3.9	-4%	1%
COc1cccc(N(CC(=O)NC2CCCC2)C(=O)Cn2nnc(-c3ccc(C)cc3)n2)c1	.	0%	-2%	8%	-4%	2.2	-3%	-8%
CCN(C(=O)c1cn(C)c(=O)c2cc(OC)c(OC)cc12)c1ccccc1C	4	1%	4%	0%	-3%	-3.1	10%	0%
COc1cccc(-n2c(SCC(=O)NCCC3=CCCCC3)nc3n[nH]c(C)c3c2=N)c1	0	1%	-4%	-6%	-8%	-5.8	-12%	-9%
COc1cccc(NC(=O)N2CCN(S(C)(=O)=O)CC2)c1	-3	0%	0%	3%	-3%	4.5	7%[57.1 µM]	-15%
CCC(C)N(C)C1CCN(C(=S)Nc2cccc(SC)c2)CC1 (stereo not given)	0	1%	4%	10%	-27%	0.7	-3%	-11%
Cc1csc(=O)n1CCC(=O)OCC(=O)Nc1cccc(C#N)c1	8	2%	4%	7%	-5%	-1.1	0%	4%

Screening results from PubChem BioAssay.

These rows are one share of the data; count on the stated rates, not on these rows.
